aSyn rescue – inhibitors of alpha-synuclein toxicity in yeast. Potency, µM (titrated, usually from 46.1 µM), for the others: at the top dose growth rescue (activation), actives largely listed as activators. Yeast expressing alpha-synuclein, growth rescue, BacTiter-Glo, 24 h. 370,000 tested, 0.14% active; also: potency is read from the fitted curve at half-maximal effect; % of control where 0% means no effect; nearly all actives have a fitted effect of over 65% in size
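Screening used galactose-induced yeast with toxic alpha-synuclein levels, exposed to compound for 24 hr at 30 deg C. Cell growth, read with BacTiter-Glo luminescence, gave the measured signal.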
TDP-43 yeast inh – rescues yeast growth from TDP-43 toxicity | TDP-43 expressing yeast growth rescue, BacTiter-Glo, 24 h | Potency, µM (titrated, usually from 46.1 µM), inactives show top-dose growth rescue (activation), actives largely listed as activators | 410,000 tested, 1.8% active | AID 652104; also: potency is read from the fitted curve at half-maximal effect; % of control where 0% means no effect; nearly all actives have a fitted effect of over 50% in size
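Yeast cells expressing TDP-43 under galactose induction are exposed to compounds for 24 hr at 30 deg C. BacTiter-Glo luminescence measures growth, so protective compounds score as activators.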
FUS suppressor – suppressors of FUS proteinopathy in yeast; 390,000 tested, 0.24% active; S. cerevisiae FUS-expressing, growth rescue, OD600, 24 h; Potency, µM (doses to about 76.6 µM), without a hit: at the top dose growth rescue (activation), usual class: activators; AID 1347120;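 also: potency is read from the fitted curve at half-maximal effect; plate controls were DMSO vehicle for no effect and reference control for full effect; nearly all actives have a fitted effect of over 55% in size; some results filed as inactive show a strong effect at the top dose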
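Quantitative HTS measuring growth restoration of FUS-toxic yeast. Galactose-induced cells (OD 0.005) were exposed 24hr at 30C to compounds at several concentrations, then absorbance at 600 nm was recorded.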
PTHR1 ag – agonists of human PTHR1 parathyroid hormone receptor; Q03431; HEK293 GP2 PTHR1 cells, GloSensor cAMP luminescence, 1 h; Potency, µM (titrated, usually from 115 µM), inactives show at the top dose activation, usual class: activators; 410,000 tested, 0.075% active; AID 743266; also: potency is read from the fitted curve at half-maximal effect; nearly all actives have a fitted effect of over 55% in size; some results filed as inactive show a strong effect at the top dose; inactives centre near -15; many of its hits are not listed in these tables
Target sequence (Q03431 whole entry, looked up): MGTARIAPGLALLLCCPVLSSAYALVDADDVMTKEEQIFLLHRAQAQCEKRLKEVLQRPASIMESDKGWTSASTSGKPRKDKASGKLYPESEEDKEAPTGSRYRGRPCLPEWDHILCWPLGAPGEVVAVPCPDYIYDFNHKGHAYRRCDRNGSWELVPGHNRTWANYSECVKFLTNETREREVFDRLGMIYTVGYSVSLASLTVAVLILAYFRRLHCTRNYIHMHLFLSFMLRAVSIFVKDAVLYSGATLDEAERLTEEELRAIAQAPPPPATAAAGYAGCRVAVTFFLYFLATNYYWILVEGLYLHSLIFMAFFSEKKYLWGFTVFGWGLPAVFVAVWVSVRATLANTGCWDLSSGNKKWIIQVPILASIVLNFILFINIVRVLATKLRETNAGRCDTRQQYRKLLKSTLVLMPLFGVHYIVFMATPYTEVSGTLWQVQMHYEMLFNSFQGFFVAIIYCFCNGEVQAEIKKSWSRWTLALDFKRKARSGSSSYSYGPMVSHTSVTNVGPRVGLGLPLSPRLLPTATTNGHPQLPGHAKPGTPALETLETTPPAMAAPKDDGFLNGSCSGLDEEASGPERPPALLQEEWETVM
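HEK-293-derived GP2 cells expressing PTHR1 and a GloSensor cAMP reporter, 3,000/well, plated overnight, given luciferin plus IBMX (each 0.5 mM as added) for 1 h at 37 °C, then compound for 1 h at 37 °C. Luminescence was read after 15 min at room temperature.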
Akt phos inh – blocks phosphorylation of Akt | Neuro2A IGF-stimulated pAkt S473 HTRF, 20 min; hits give low values | activity change, % for hits at 50 µM | 360,000 tested, 0.32% active | AID 651550; in the data active = activity change below about -80%; inconclusive = mostly about -51% to -80%; also: % is scaled to controls: 0 for no effect and ±100 for the full control effect
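Neuro2A cells (4,500/well, DMEM with 0.5% FBS) were treated with compound at a single 50 µM final concentration, stimulated with 6 nM IGF for 20 min at 37 °C, and lysed. Phospho-Akt Ser473 was read by HTRF as 665/615 ratio ×10^4.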
GLP1R cytotox – cytotoxic in the GLP-1 receptor inverse agonist counter-screen; HEK293 cAMP-luciferase reporter cells, luminescence, 24 h; Potency, µM (highest dose often 38.3 µM), for the others: at the highest dose activity change, negative = inhibition, most hits filed as inhibitors; 410,000 tested, 0.13% active;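 also: loss of luciferase light is scored as toxicity; potency is read from the fitted curve at half-maximal effect; % is scaled to controls: 0 for no effect and ±100 for the full control effect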
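Cells in DMEM/10% Nu serum/1% pen-strep, 1536-well format. Pre-incubated 12 h, dosed with 23 nL compound, incubated a further 24 h. Luciferase detection, 12 min at room temp, luminescence.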
GLP1R inv ag – GLP-1 receptor (human) inverse agonism. P43220. HEK293 GLP-1R CRE-luciferase, luminescence, 24 h; GLP-1R form is constitutively active. Potency, µM (highest dose often 38.3 µM), without a hit: at the top dose activity change, negative = inhibition, most hits filed as inhibitors. 410,000 tested, 1.6% active; also: potency is read from the fitted curve at half-maximal effect; % is scaled to controls: 0 for no effect and ±100 for the full control effect; nearly all actives have a fitted effect of over 55% in size
Target sequence (P43220 whole entry, looked up): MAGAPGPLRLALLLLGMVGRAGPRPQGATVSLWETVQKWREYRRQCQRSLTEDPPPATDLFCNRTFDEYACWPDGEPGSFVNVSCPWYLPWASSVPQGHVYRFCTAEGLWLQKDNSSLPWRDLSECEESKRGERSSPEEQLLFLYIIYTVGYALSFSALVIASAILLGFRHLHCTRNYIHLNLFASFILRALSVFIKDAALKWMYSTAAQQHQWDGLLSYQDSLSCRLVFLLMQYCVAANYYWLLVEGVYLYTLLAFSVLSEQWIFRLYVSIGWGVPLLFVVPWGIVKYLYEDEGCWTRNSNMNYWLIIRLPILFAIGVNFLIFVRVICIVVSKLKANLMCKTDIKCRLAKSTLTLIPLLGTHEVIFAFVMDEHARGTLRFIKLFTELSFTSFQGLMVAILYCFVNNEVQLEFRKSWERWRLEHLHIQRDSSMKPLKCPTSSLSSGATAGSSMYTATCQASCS
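Assay principle: reduced luminescence from a cAMP-responsive reporter in HEK293 cells co-expressing a constitutively active GLP-1R. Conditions: 24 hr compound incubation, 37 deg C, 5% CO2.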
Mm-Cpn inhibitor – inhibitors of Methanococcus maripaludis chaperonin (MmCpn). purified Mm-Cpn ATPase, ADP Transcreener TR-FRET. Potency, µM (doses to about 76.9 µM), for the others: at the highest dose activity, negative = inhibition, hits mostly inhibitors. 330,000 tested, 0.031% active. AID 504842; also: potency is read from the fitted curve at half-maximal effect; % is scaled to controls: 0 for no effect and ±100 for the full control effect; nearly all actives have a fitted effect of over 80% in size
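Quantitative HTS used 25 nM Mm-CPN and 10 uM ATP in magnesium/KCl Tris buffer, pH 7.4, with 1 mM DTT. Hydrolysis ran 30 min at 37°C; ADP was read by HTRF.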
Abeta rescue – restores growth of yeast expressing A-beta42 peptide | yeast expressing A-beta42, growth rescue, OD600, 48 h; response scale: 0% DMSO, 100% iron-clioquinol control | Potency, µM (titrated, usually from 46.1 µM), for the others: at the highest dose growth rescue, usual class: activators | 410,000 tested, 0.063% active; also: potency is read from the fitted curve at half-maximal effect; nearly all actives have a fitted effect of over 55% in size
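Yeast growth medium received pinned compounds, then yeast cells expressing toxic A-beta were added; plates incubated at 30 C for 48 hr. Growth read as absorbance at 600 nm, normalized to DMSO and equimolar FeCl3 plus clioquinol controls.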
* hit, by the source's call; i = inactive; u = inconclusive; x = no result given; [ ] = another dose, or the depositor's remark. Unless noted, calls follow the shape of the dose curve; as a rule, active = well fitted curve in the direction sought with a large enough effect; inconclusive = small, poorly fitted or top-dose-only effect, or another doubt; inactive = no such curve, though single readings can be large; an effect the other way counts as inactive or inconclusive. The list is partial; rates above refer to the full screens.

smiles	aSyn rescue	TDP-43 yeast inh	FUS suppressor	PTHR1 ag	Akt phos inh	GLP1R cytotox	GLP1R inv ag	Mm-Cpn inhibitor	Abeta rescue
C#C[C@]1(O)CCC2C3CC=C4C[C@H](O)CC[C@]4(C)C3CC[C@@]21C (stereo partly specified)	-2.0%	4.6%	x	-7.1%	i	1.3%	15.2%	x	-7.5%
COc1ccc(CC(N)c2csc(Nc3nncc4ccccc34)n2)cc1 (stereo unspecified)	-33.8%[inhibitor]	0.0%	10.6%	-91.9%[inhibitor]	i	u	u	x	2.7%
CC(=NCc1ccco1)c1c(O)n(Cc2ccccc2)c(=O)[nH]c1=O	3.8%	-5.2%	18.2%	i	i	2.1%	-0.1%	-0.5%	14.4%
COC(=O)C1=C(c2ccc3ccccc3c2)C[C@@H]2CC[C@H]1N2C(=O)NCCCOC(C)C	4.0%	10.1%	17.2%	i	i	-17.9%	-21.3%	1.1%	-18.2%
O=[N+]([O-])c1cc(Cl)cc(/C=N\Nc2ccccn2)c1O	u	35.3%	-4.7%	-20.3%	i	u	u	u	-87.5%[inhibitor]
COc1cccc(OCC(=O)N2CCN(C)CC2)c1	0.5%	-11.4%	-12.6%	-1.3%[57.5 µM]	i	5.7%	2.4%	2.1%	-8.2%
COC(=O)C1=C(c2ccc(OCc3ccccc3)cc2)C[C@@H]2CC[C@H]1N2C(=O)NCCN1CCOCC1	1.8%	-14.4%	7.9%	-5.3%	i	-0.3%	-0.3%	-2.7%	-15.1%
CCOC(=O)[C@]12Cc3c(cc(OC)c(OC)c3OC)[C@H]1N(C)C(=O)c1ccccc12	-5.6%	9.4%	-0.6%	-15.5%	i	2.1%	7.3%	x	-16.8%
O=C1Nc2ccc(Br)cc2C(c2ccc(Cl)cc2)=NC1O (stereo unspecified)	0.2%	0.0%	-31.0%	i	i	-32.2%	10.8%	1.1%	9.6%
O=c1cc(C(F)(F)F)c2cc3c4c(c2o1)CCCN4CCC3	-2.6%	9.6%	-6.2%	i	i	i	3.9%	-3.7%	-8.3%
Cc1ccc(-n2c(/C=C/c3ccc(Br)s3)nc3ccccc3c2=O)cc1C	x	6.4%	22.2%	i	x	-3.1%	11.2µM*	x	-17.6%
OCCN1C2CCC1CC(O)(c1ccc(F)cc1)C2 (stereo unspecified)	-2.3%	5.5%	2.6%	i	i	76.8%[activator]	0.7%	0.1%	-4.5%
O=C(Nc1ccc(C(F)(F)F)cc1)OC1CN2CCC1CC2 (stereo unspecified)	-0.2%	7.6%	-8.9%	i	i	12.2%	u	0.6%	-1.7%
COc1ccc(C(c2nnnn2Cc2ccccc2)N2CCC(n3c(=O)[nH]c4ccccc43)CC2)cc1 (stereo unspecified)	9.1%	28.3%	u	-54.2%[inhibitor]	i	u	u	x	9.3%
CCOc1ccc(C(=O)Nc2nnc(S(=O)(=O)N(C)Cc3ccco3)s2)cc1	-0.8%	3.2%	4.7%	-52.7%[inhibitor]	i	0.0%	6.2%	-6.7%	18.6%
CC12CCC(=O)C=C1CCC1C2CCC2(C)C(O)(C(=O)CO)CCC12O (stereo unspecified)	-1.1%	12.1%	-5.1%	i	i	-2.7%	0.6%	x	1.8%
C=CCn1c(O)c(C=NCCN(C)C)c(=O)[nH]c1=O	0.4%	0.9%	-15.4%	i	x	1.6%	13.3%	1.2%	11.9%
CCOC(=O)[C@]12Cc3ccccc3[C@H]1N(CCC(=O)OC)C(=O)c1ccccc12	-14.4%	29.1%	6.3%	-73.0%[inhibitor]	i	-18.3%	u	x	-0.6%
COc1ccc(-n2c(O)c(C(C)=NCCCn3ccnc3)c(=O)[nH]c2=O)cc1	-0.1%	-6.4%	19.8%	-24.3%[57.5 µM]	i	3.1%	0.0%	2.4%	0.0%
CC(C)c1cc(C(=O)OCC(=O)NC(=O)NCc2ccco2)c(O)c(C(C)C)c1	25.5%	-8.1%	19.3%	i	i	u	3.55µM*	-3.2%	2.5%
COc1cc(C2Nc3c(C)cc(C)cc3-c3cc(C)nn32)cc(OC)c1O (stereo unspecified)	x	3.9%	23.7%	-50.7%[inhibitor]	x	u	u	x	-18.4%
COC(=O)C1=C(c2cccc(C#N)c2)C[C@@H]2CC[C@H]1N2C(=O)NCCc1ccccc1	-1.6%	6.7%	-0.6%	-10.8%	i	-12.2%	-2.1%	-1.3%	0.9%
CC[C@@H](C(=O)[C@@H](C)[C@@H](O)[C@H](C)CCc1ccc(C)c(O)c1C(=O)O)[C@H]1O[C@](CC)([C@H]2CC[C@](O)(CC)[C@H](C)O2)C[C@@H]1C	-38.3%[inhibitor]	-4.3%	30.6%	-55.0%[inhibitor]	i	10µM*	10µM*	0.0%	-46.9%[inhibitor]
O=C(O)COc1ccccc1	-11.0%	4.0%	-39.1%	-34.8%[inhibitor]	i	-6.1%	-9.5%	2.8%	-28.1%
COc1ccc2[nH]cc(C(=O)CN(C)C)c2c1	-0.3%	8.2%	-8.9%	-10.3%	i	1.5%	-3.1%	x	-12.7%
CCOC(=O)c1ccccc1NC(=O)N(Cc1ccc(CC)cc1)Cc1cn[nH]c1-c1ccc(OC)cc1	x	22.0%	34.6%	i	x	-39.7%	u	x	8.0%
CCOC(=O)CNC(=O)N1Cc2ccc(Br)cc2-n2nncc2C1	0.7%	18.5%	-29.9%	11.1%	i	11.0%	24.1%	x	-16.8%
Cc1ccc(C2=NCC(=O)Nc3ccc(Br)cc32)cc1	16.4%	9.1%	12.6%	i	i	4.1%	-8.5%	-1.9%	11.7%
CCn1c(=O)cc(SCC(=O)N2CCC3(CC2)OCCO3)c2ccccc21	-5.4%	-27.8%	14.4%	i	i	-3.1%	-1.9%	3.6%	-8.1%
CNc1cc(Cl)c2nonc2c1[N+](=O)[O-]	4.0%	-5.9%	5.3%	-21.1%	i	7.94µM*	u	-4.0%	-55.8%[inhibitor]
COC(=O)[C@@H]1[C@@H](C(=O)OC)C2(c3ccccc3-c3ccccc32)N(c2ccc(Cl)cc2)N1C#N	5.4%	-1.9%	u	-37.4%[inhibitor]	i	-11.2%	3.98µM*	-0.9%	-6.3%
Cc1onc(-c2ccccc2)c1C(=O)Nc1ccc(S(=O)(=O)N2CCCC2)cc1	0.9%	-23.7%	u	i	i	-4.6%	u	-4.1%	-0.6%
O=c1c2ccccc2nc(/C=C/c2cccnc2)n1Cc1ccccc1	4.4%	14.2%[9.22 µM]	17.7%	-8.2%	i	-22.2%	5.01µM*	-16.0%	23.2%
Cc1ccccc1-c1ccc2c(c1)C1c3c(-c4ccccc4)nnn3-c3ccccc3C(=O)N1CC2 (stereo unspecified)	2.4%	u	u	14.3%	i	4.1%	-13.8%	x	-19.4%
Cc1cc(C)cc(NC(=O)CCCn2c3ccccc3c(=O)c3ccccc32)c1	x	u	13.2%	i	x	74.6%[activator]	3.55µM*	x	3.4%
Nc1c(C(=O)Nc2cccc(Br)c2)sc2nc3c(cc12)N1CCC3CC1	u	0.0%	8.7%	-39.6%[inhibitor]	x	4.5%	6.4%	x	-18.7%
Cc1ccc2c(c1)CC1(CN2C)C(=O)NC(=O)N(c2cc(C)ccc2C)C1=O (stereo unspecified)	-7.6%	-2.4%	23.2%	-1.1%[57.5 µM]	i	-5.9%	0.0%	0.4%	12.4%
COc1ccc2c(c1)c(C(=O)O)c(C)n2C(C)C	-1.0%	-3.7%	-8.3%	-5.3%	i	-0.1%	3.4%	1.0%	2.1%
CC1(C)CC2(CCO1)NCCN1C(=O)CSC12 (stereo unspecified)	-1.6%	0.3%	-22.5%	i	i	17.0%	9.8%	2.0%	-14.4%
CC(C)c1ccc(N=Nc2c(O)[nH]c(=O)[nH]c2=O)cc1	-2.0%	-5.7%	-22.4%	-28.2%	i	-5.0%	15.2%	0.0%	-13.5%
CNC(=O)Oc1c(C)[nH]ccc1=O	-10.4%	16.3%	-14.0%	i	i	-7.7%	13.8%	x	-27.9%
O=C(N/N=C/c1c(O)n(CCc2ccc(F)cc2)c(=O)[nH]c1=O)c1ccccc1	-0.7%	-0.6%	-12.1%	i	i	-12.6%	-2.6%	-0.5%	-20.3%
COC(=O)C1=C(c2cc3ccccc3s2)C[C@@H]2CC[C@H]1N2C(=O)NCCS(C)=O (stereo partly specified)	2.8%	7.1%	5.2%	-15.9%	i	1.1%	-5.6%	x	-5.9%
CCCCNCc1cc(Br)c(OCc2cccs2)c(OC)c1	2.2%	5.7%	19.9%	u	i	u	u	-0.6%	23.8%

Sorted by count of non-hydrogen atoms (highest first): 3 of the compounds above
smiles	aSyn rescue	TDP-43 yeast inh	FUS suppressor	PTHR1 ag	Akt phos inh	GLP1R cytotox	GLP1R inv ag	Mm-Cpn inhibitor	Abeta rescue
Cc1cc(C)cc(NC(=O)CCCn2c3ccccc3c(=O)c3ccccc32)c1	x	u	13.2%	i	x	74.6%[activator]	3.55µM*	x	3.4%
O=c1c2ccccc2nc(/C=C/c2cccnc2)n1Cc1ccccc1	4.4%	14.2%[9.22 µM]	17.7%	-8.2%	i	-22.2%	5.01µM*	-16.0%	23.2%
COc1ccc2c(c1)c(C(=O)O)c(C)n2C(C)C	-1.0%	-3.7%	-8.3%	-5.3%	i	-0.1%	3.4%	1.0%	2.1%

From PubChem BioAssay
